A549 tox: Nrf2 qHTS screen for inhibitors: counterscreen for cytotoxicity. A549 ARE-Fluc cells, CellTiter-Fluor viability, 18-24 h. Potency, µM (titrated, usually from 46 µM), without a hit: top-dose activity change, negative = cytotoxicity, usual class: inhibitors. 390,000 compounds, 0.16% hits. AID 504648, 2011; also: potency is read from the fitted curve at half-maximal effect; % is scaled to controls: 0 for no effect and ±100 for the full control effect
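A549 ARE-Fluc cells in 5% FBS OPTI-MEM, 5000 cells/well, rested 2 h then exposed to compounds in concentration-response for 18-24 h at 37 °C. Viability by CellTiter-Fluor fluorescence (Ex 405/Em 525) after 30 min; luciferase luminescence (BugLite, 15 min, RT) read afterwards.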
Nrf2 ARE act: qHTS of Nrf2 Activators; AREc32 ARE-luciferase reporter (MCF7-derived line), luminescence, 24 h; Potency, µM (titrated, usually from 46.1 µM), inactives show at the top dose activation, actives largely listed as activators; 410,000 compounds, 0.31% hits; also: potency is read from the fitted curve at half-maximal effect; % of control where 0% means no effect; nearly all actives have a fitted effect of over 65% in size
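ARE-driven firefly luciferase activity in AREc32 cells measured after a 24 hr compound exposure at 37 deg C, using Steady-Glo reagent and a 30 min room-temperature hold.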
CCT chaperon mod: High-Throughput Screening for Modulators of Cytosolic Chaperonin Activity; purified chaperonin ATPase assay, HTRF ADP detection, 30 min; AID 651819, 2012; activity change, % (no concentration beside the values), hits read low; 360,000 compounds, 0.3% hits; in the data active = activity change below about -30%; also: % is scaled to controls: 0 for no effect and ±100 for the full control effect
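First, chaperonin was dispensed at 40 nM or 20 nM final depending on batch activity. Next, compounds were pinned at 76 uM and ATP added at 10 uM. After 30 min at 37 °C, ADP detection reagents ran 30 min at ambient temperature.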
Abeta rescue: qHTS for compounds that reverse cellular toxicity of Amyloid beta (A-beta) peptide in yeast: Primary Screen. Potency, µM (series often up to 46.1 µM), for inactives: at the highest dose growth rescue, hits mostly activators. yeast expressing A-beta42, growth rescue, OD600, 48 h; response scale: 0% DMSO, 100% iron-clioquinol control. 410,000 compounds, 0.063% hits; also: potency is read from the fitted curve at half-maximal effect; nearly all actives have a fitted effect of over 55% in size
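Growth rescue measured by 600 nm absorbance after 48 h yeast culture at 30 C with compound. Values normalized between DMSO and an equimolar ferric chloride plus clioquinol control.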
Akt phos inh: HTS Assay for Inhibitors of Akt Phophorylation: Primary Screen; Neuro2A IGF-stimulated pAkt S473 HTRF, 20 min; stronger effect = lower value; activity change, % for hits at 50 µM; 360,000 compounds, 0.32% hits; AID 651550, 2012; in the data active = activity change below about -80%; inconclusive = mostly about -51% to -80%; also: % is scaled to controls: 0 for no effect and ±100 for the full control effect
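Single-point screen (50 µM final compound) in Neuro2A cells stimulated 20 min with 6 nM IGF at 37 deg C. After lysis, Ser473-phosphorylated Akt read by HTRF (ex 330 nm, em 615/665 nm) as the 665/615 ratio.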
Nrf2 inh: Nrf2 qHTS screen for inhibitors | A549 ARE-Fluc reporter, luciferase luminescence, 18-24 h | Potency, µM (series often up to 46 µM), for inactives: at the top dose activity change, negative = inhibition, actives largely listed as inhibitors | 360,000 compounds, 2.1% hits | AID 504444, 2011; also: potency is read from the fitted curve at half-maximal effect; % is scaled to controls: 0 for no effect and ±100 for the full control effect; nearly all actives have a fitted effect of over 60% in size
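Nrf2 activity is the BugLite luminescence, read 15 min after reagent at room temperature, following CellTiter-Fluor cytotoxicity readout (30 min, 37C). Compound titrations were applied for 18-24 h to 5000 A549 ARE_Fluc cells/well in 5% FBS OPTI-MEM.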
Mm-Cpn inhibitor: Inhibitors of TCP-1 ring complex (TRiC) of Methanococcus maripaludis (MmCpn): qHTS; purified Mm-Cpn ATPase, ADP Transcreener TR-FRET; AID 504842, 2011; Potency, µM (titrated, usually from 76.9 µM), inactives show at the top dose activity, negative = inhibition, actives largely listed as inhibitors; 330,000 compounds, 0.031% hits; also: potency is read from the fitted curve at half-maximal effect; % is scaled to controls: 0 for no effect and ±100 for the full control effect; nearly all actives have a fitted effect of over 80% in size
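Compound-treated chaperonin, 25 nM final, turns over 10 uM ATP at 37°C for 30 min following a 10 min preincubation; ADP generated competes with ADP-d2 for Eu-cryptate antibody, lowering FRET.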
HepG2 tox: qHTS for Inhibitors of TGF-b: Cytotox Counterscreen. Potency, µM (top dose mostly 46.1 µM), for inactives: top-dose activity change, negative = cytotoxicity, hits mostly cytotoxic. AID 588856, 2011. HepG2 CAGA-GFP viability, ATP luminescence, 18 h. 410,000 compounds, 0.76% hits; also: potency is read from the fitted curve at half-maximal effect; some results filed as inactive show a strong effect at the top dose
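HepG2 CAGA-GFP cells (1000/well, DMEM with 1% FBS) received compound, then TGF-beta at 500 pg/mL final, and were incubated 18 hours at 37 degrees C. Viability was read by CellTiter-Glo luminescence. Media-only wells were set as complete cell-killing and DMSO as no toxicity.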
TGFb inhibitor: qHTS for Inhibitors of TGF-b; HepG2 CAGA-GFP TGF-b/SMAD3 reporter, GFP fluorescence, 18 h; TGF-beta stimulated, 500 pg/mL final; Potency, µM (titrated, usually from 46.1 µM), inactives show at the top dose activity, negative = inhibition, most hits filed as inhibitors; 410,000 compounds, 1.2% hits; AID 588855, 2011; also: potency is read from the fitted curve at half-maximal effect; % is scaled to controls: 0 for no effect and ±100 for the full control effect; nearly all actives have a fitted effect of over 65% in size
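Per well, imaged GFP fluorescence of HEPG2 CAGA-GFP cells gives the signal; cells get compound, then TGF-beta (500 pg/mL final), 18 h at 37 degrees C; %Activity versus -TGF-beta and +DMSO controls.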
Starred values were filed as active, the others as inactive; i = inactive; ? = inconclusive; . = no result given; & = joins results of further samples; [ ] = remark or other dose. Unless noted, calls follow the shape of the dose curve; as a rule, active = well fitted curve in the direction sought with a large enough effect; inconclusive = small, poorly fitted or top-dose-only effect, or another doubt; inactive = no such curve, though single readings can be large; an effect the other way counts as inactive or inconclusive.

SMILES	A549 tox	Nrf2 ARE act	CCT chaperon mod	Abeta rescue	Akt phos inh	Nrf2 inh	Mm-Cpn inhibitor	HepG2 tox	TGFb inhibitor
CCOC(=O)Cn1c2ccccc2c2nc(C)sc21	-1%	0.2%	1.5	-7%	i	2%	0%	6%	0%
O=C1CC(c2c(Cl)cccc2Cl)c2c(ccc3ccccc23)N1 (stereo not given)	-19%	0.0%	.	4%	.	?	.	-34%	?
COc1ccc(F)cc1C(=O)C1CCCN(Cc2ccc3c(c2)OCCO3)C1 (stereo not given)	16%	-0.8%	0.3	10%	i	1%	0%	-25%	-7%
CCOc1ccccc1CN1CCN(Cc2csc(C(C)=O)c2)CC1CCO (stereo not given)	1%	0.3%	0.4	1%	i	13%	5%	-24%	-20%
CC(NC(=O)c1ccc([N+](=O)[O-])o1)C12CC3CC(CC(C3)C1)C2 (stereo not given)	0%	?	-3.8	-59%[inhibitor]	i	-5%	-1%	-51%	11µM*
Cc1cc(C)n2nc(SC(C)C(=O)NCc3ccco3)nc2n1 (stereo not given)	12%	-0.2%	-3.1	1%	i	0%	-2%	-37%	-8%
COc1ccc(-c2c(C)sc(NC(=O)c3ccnn3C)c2C#N)cc1	-9%	4.9%	2.1	-12%	i	6.5µM*	?	9%	9%
Cc1nnc(NC(=O)C(C)Sc2nnc(CCNC(=O)c3ccccc3F)n2C)s1 (stereo not given)	1%	0.0%	0.4	0%	i	-3%	-1%	8%	14%
CCN(C(=O)Cn1nc(Cc2cccnc2)c2ccccc2c1=O)c1ccccc1F	15%	0.5%	.	2%	.	-27%	.	-22%	?
COc1ccc(-c2noc(-c3nnn(-c4ccc(C)cc4C)c3C)n2)cc1	19%	-0.5%	.	-9%	.	?	.	-22%	0%
Cc1ccccc1OCC(=O)N1CCc2ccccc2C1	5%	-0.4%	-0.4	16%	i	14%	1%	-3%	-4%
COC(=O)c1sc(-c2ccccc2)cc1NC(=O)c1ccc(F)cc1	10%	2.1%	-0.5	18%	i	8%	-3%	-5%	6%
O=C1CCc2cc(S(=O)(=O)Nc3ccccc3F)ccc2N1	-1%&-1%	-0.8%	-2.1	0%	i	8%&-6%	0%	-5%	-10%
COCCn1c(=S)[nH]c2ccc(N(C)C)cc2c1=O	-4%	2.3%	1.2	5%	i	-20%	-17%	-2%	0%
C#CCN1[C@@H]2CCN(C2)c2cc(Br)ccc2S1(=O)=O	2%	-0.1%	0.8	9%	i	2%	.	-2%	?
CCOC(=O)c1c(C)c(C(=O)NC2CCCCC2)c(C)n1CC	0%[1.84 µM]	-0.1%	0.9	12%	i	-1%	-1%	8%	0%
CCc1nc2c(OCC(=O)C(C)(C)C)cccn2c1N(C)C(=O)c1cccs1	.	-0.5%	-0.6	-15%	i	.	.	2%	0%
O=C(Nc1nc2n(n1)C(c1ccccc1)C=C(c1ccc(Cl)cc1)N2)c1ccco1 (stereo not given)	1%	4.4%	.	8%	.	?	.	-13%	54%[activator]
O=C(Nc1ccccc1F)c1oc2ccccc2c1NC(=O)C12CC3CC(CC(C3)C1)C2	0%	-0.1%	.	-6%	.	2%	.	-32%	2%
O=C(COC(=O)c1ccc(S(=O)(=O)N2CCCC2)cc1)Nc1ccccc1Cl	.	-0.8%	-1.1	5%	i	.	.	-13%	9%
Cc1nc2ccc(S(=O)(=O)NCC(=O)N3CCc4ccccc43)cc2s1	-2%	0.2%	-0.3	11%	i	-3%	3%	-14%	-24%
CCOc1ccc(N(C(=O)c2snc(C(N)=O)c2N)C(C(=O)NC2CCCC2)C(C)C)cc1 (stereo not given)	-16%	0.3%	-5.1	-25%	i	?	0%	-15%	6%
O=C(Nc1cccc(Cl)c1Cl)C1CC(=O)N(c2ccc(Br)cc2)C1 (stereo not given)	-12%[1.84 µM]	-0.6%	0.3	13%	i	7.3µM*	2%	-52%	-9%
Cc1nnc(NC(=O)CCN2C(=O)/C(=C\c3ccccc3)SC2=S)s1	-3%	-0.2%	1.8	-3%	i	13%	0%	-3%	-17%
O=C(CNS(=O)(=O)c1ccccc1)N1CCN(c2ccccc2)CC1	-1%	0.1%	-2.8	17%	i	20%	-2%	3%	1%

Some of these compounds in order of molar mass, rising:
SMILES	A549 tox	Nrf2 ARE act	CCT chaperon mod	Abeta rescue	Akt phos inh	Nrf2 inh	Mm-Cpn inhibitor	HepG2 tox	TGFb inhibitor
Cc1ccccc1OCC(=O)N1CCc2ccccc2C1	5%	-0.4%	-0.4	16%	i	14%	1%	-3%	-4%
O=C(Nc1nc2n(n1)C(c1ccccc1)C=C(c1ccc(Cl)cc1)N2)c1ccco1 (stereo not given)	1%	4.4%	.	8%	.	?	.	-13%	54%[activator]
O=C(COC(=O)c1ccc(S(=O)(=O)N2CCCC2)cc1)Nc1ccccc1Cl	.	-0.8%	-1.1	5%	i	.	.	-13%	9%
O=C(Nc1cccc(Cl)c1Cl)C1CC(=O)N(c2ccc(Br)cc2)C1 (stereo not given)	-12%[1.84 µM]	-0.6%	0.3	13%	i	7.3µM*	2%	-52%	-9%
Cc1nnc(NC(=O)C(C)Sc2nnc(CCNC(=O)c3ccccc3F)n2C)s1 (stereo not given)	1%	0.0%	0.4	0%	i	-3%	-1%	8%	14%

(continued)
SMILES	A549 tox	Nrf2 ARE act	CCT chaperon mod	Abeta rescue	Akt phos inh	Nrf2 inh	Mm-Cpn inhibitor	HepG2 tox	TGFb inhibitor
NNC(=O)c1nc[nH]c1C(=O)Nc1ccccc1[N+](=O)[O-]	2%	2.7%	-3.2	-19%	i	1%	-3%	-20%	-26%
N#Cc1c2n(c(=O)[nH]c1=O)CCCCC2	-11%	0.3%	-1.8	-7%	i	-1%	-1%	-12%	15%
COC(=O)c1sc(NC(=O)COc2ccccc2C)nc1C	-7%	3.5%	2.5	-5%	i	?	0%	0%	-5%
Cc1cc(N2CCN(C(=O)Nc3ccccc3C#N)CC2)c2ccccc2n1	?	4.9%	-2.2	3%	i	-6%	1%	-31%	-2%
O=S(=O)(c1cccc(C(F)(F)F)c1)N1CCN(c2nnnn2-c2ccccc2)CC1	2%	0.7%	2.1	-16%	i	.	1%	-11%	1%
Cc1ccn2cc(-c3cccc(S(=O)(=O)N4CC(C)OC(C)C4)c3)nc2c1 (stereo not given)	-8%	5.0%	1.2	.	i	-8%	3%	-37%	?
O=C(O)CCCCCCCCc1cn(Cc2ccc(C(=O)c3ccccc3)cc2)nn1	-3%	0.3%	-2.4	-4%	i	16%	4%	-24%&-20%	7.9µM*
CN(C)C(=O)c1ccc2c(c1)N(CC(=O)NCc1ccccc1Cl)C(=O)C1CCCCN21 (stereo not given)	-2%	0.6%	.	-9%	.	.	.	-10%	-2%
CCC(C(=O)NCc1ccccc1)n1ncn2c(cc3occc32)c1=O (stereo not given)	5%	-1.0%	.	-5%	.	20%	.	12%	?
O=[N+]([O-])c1cccnc1N1CCC(c2cc(-c3ccc(Cl)cc3Cl)n[nH]2)CC1	?	-1.0%	-1.0	?	i	18µM*	0%	-96%	-15%
O=c1c(-c2ccccc2)c(O)nc(SCCN2CCOCC2)n1-c1ccccc1	2%	-0.6%	0.0	-4%	i	8%	1%	21%	1%
CCOC(=O)c1sc(NC(=O)CCc2ccccc2)nc1C	0%	0.5%	0.1	-13%	i	4%	4%	-26%	31%[activator]
CN1CCN(C(=O)CCn2c(=S)[nH]c3ccccc3c2=O)CC1	.	0.0%	-1.5	-3%	i	.	.	-2%	0%
COc1ccc(CCC(C)NC(=O)CCc2ccccc2)c(OC)c1 (stereo not given)	1%	1.3%	-0.5	?	i	-20%	-6%	-8%	0%
Cc1cc(C)c(-n2c(SCC(=O)N3CCOCC3)n[nH]c2=O)c(C)c1	5%	-0.3%	0.3	-4%	i	-15%	1%	-1%	-2%
Cn1c(=NC(=O)c2ccco2)sc2ccccc21	-11%	?	-11	-14%	i	?	0%	1%	-18%
CCCNC(=O)C1Cc2cc(S(=O)(=O)N3CCCC3)ccc2N1C(C)=O (stereo not given)	-8%	0.2%	-0.8	-1%	i	-9%	3%	5%	5%
O=c1[nH]c2ccccc2[nH]c1=O	-3%	1.2%	-0.1	-4%	i	6%	0%	5%	-4%
COc1cccc2cc(C(=O)CC3(O)C(=O)N(Cc4ccccc4)c4ccccc43)c(=O)oc12 (stereo not given)	.	2.1%	0.7	-10%	i	12%	1%	-27%	8%
C#CCCOC(=O)N1C2=NC(C(=O)OC)=C(C(=O)OC)[C@@H]3N(CC=C)c4ccccc4[C@]23C[C@H]1C(=O)OC	-3%	0.1%	1.7	0%	i	3%	0%	-5%	?
CCOc1ccc(S(=O)(=O)Nc2cccc(C(=O)NCC(c3ccccc3)N(C)C)c2)cc1 (stereo not given)	-12%	7.2%	1.6	9%	i	1%	1%	-9%	?

Assay outcomes (PubChem BioAssay)
